Insulin prom inh: TRM-6 insulin promoter activity inhibition. inhibition, % at 2 µM. 130,000 compounds, 0.9% hits. TRM-6 cells (human fetal islet line), insulin promoter-eGFP reporter, imaging; reporter expression induced with tamoxifen. AID 1273;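 active = inhibition above the mean plus 3 SD, with well images judged a real hit on visual review, cut at about 60% in these data, passing the limit was not always enough; inconclusive = inhibition over the cutoff but images rejected on review; inactive = inhibition not above the cutoff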
sdo1 growth: compounds rescuing growth of sdo1-depleted yeast, bone marrow failure model. 140,000 compounds, 0.21% hits. S. cerevisiae sdo1-depleted JHY4D growth rescue, OD600 30 h; active compounds read high; pdr5 snq2 efflux-pump mutant strain. z-score at 10 µM;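 active = z-score above 3 at both the 24 hr and the 30 hr optical density reads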;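 note: z-score against mean and SD of all compound wells on the same plate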
sdo1 growth Rescue 24 h: also measured in sdo1 growth; calls as there; z-score; S. cerevisiae sdo1-depleted JHY4D growth rescue, OD600; measured here: growth rescue at 24 h;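 0 is the plate mean of compound wells and units are plate SD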
Numbers without * were called inactive.

What do the screens show for `COc1cc(NC(=O)Cn2nc(C(F)(F)F)c3c2CCCC3)cc(OC)c1OC`?
Insulin prom inh: 64.3; sdo1 growth: -0.52; sdo1 growth Rescue 24 h: -0.77

How did Cc1cnc(-c2nnc(N(C)C(=O)c3cccnc3)s2)cn1 do in these assays?
sdo1 growth: -0.06; sdo1 growth Rescue 24 h: -0.24

How did Cc1c(Cl)c([N+](=O)[O-])nn1CCCC(=O)Nc1cccc(Cl)c1 do in these assays?
Insulin prom inh: -42.9; sdo1 growth: -0.33; sdo1 growth Rescue 24 h: -0.81

How did O=C(NNC(=O)c1cccnc1SCc1cccc([N+](=O)[O-])c1)c1ccc(F)cc1 do in these assays?
Insulin prom inh: -43.3; sdo1 growth: -0.41; sdo1 growth Rescue 24 h: -1.29

How did Cc1cc2nnc(SCC(=O)N3C(C)CCCC3C)n2c(N)n1 (stereo not drawn) do in these assays?
sdo1 growth: 0.53; sdo1 growth Rescue 24 h: -0.09

What do the screens show for `Cc1ccc(C2=NC3(CCCC3)N=C2SCC(=O)Nc2ccc3c(c2)OCCO3)cc1`?
Insulin prom inh: 38.1; sdo1 growth: -0.47; sdo1 growth Rescue 24 h: -1.07

How did CCOc1ccc(=O)n(-c2ccccc2)n1 do in these assays?
Insulin prom inh: 11.1; sdo1 growth: 0.82; sdo1 growth Rescue 24 h: 0.5

How did CCCn1nc(Oc2nc(NCC)nc(NC(C)C)n2)ccc1=O do in these assays?
Insulin prom inh: -38.5; sdo1 growth: 0.03; sdo1 growth Rescue 24 h: -0.32

How did Cn1c2c(c(O)c(-c3ccccc3)c1=O)C(=O)CC(C)(C)C2 do in these assays?
Insulin prom inh: -59.3; sdo1 growth: -0.12; sdo1 growth Rescue 24 h: -0.31

How did COc1ccc(C2C(C(=O)NCCN(C)C)c3cc(OC)c(OC)cc3C(=O)N2C)cc1OC (stereo not drawn) do in these assays?
Insulin prom inh: -4.3; sdo1 growth: 0.82; sdo1 growth Rescue 24 h: 0.43

Results for COc1ccc(N2C(=O)CSC2c2cccc(OC)c2OC)cc1 (stereo not drawn) ?
sdo1 growth: 0.34; sdo1 growth Rescue 24 h: 0.23

What do the screens show for `CC1=C(C(=O)N(C)C)C(c2cccc(Cl)c2)NC(=O)N1` (stereo not drawn)?
Insulin prom inh: 29.0; sdo1 growth: 0.28; sdo1 growth Rescue 24 h: 0.82

What do the screens show for `O=C1CSc2ccc(C(=O)N3CCN(c4ccccn4)CC3)cc2N1`?
Insulin prom inh: -64.3; sdo1 growth: 0.81; sdo1 growth Rescue 24 h: 3.14

How did CCOC(=O)c1[nH]c(C)c(C(=O)OCC(=O)N2CCCCC2C)c1C (stereo not drawn) do in these assays?
Insulin prom inh: 16.7; sdo1 growth: 0.77; sdo1 growth Rescue 24 h: 0.08

How did CCSc1nnc(-c2sc3nnc(-c4ccccc4)c(-c4ccccc4)c3c2N)o1 do in these assays?
Insulin prom inh: -27.0; sdo1 growth: 0.43; sdo1 growth Rescue 24 h: 1.1

How did COc1cccc(Nc2nnc(SCc3nc4ccccc4s3)s2)c1 do in these assays?
Insulin prom inh: 46.9; sdo1 growth: -1.06; sdo1 growth Rescue 24 h: -1.47

How did Cc1cccn2cc(CCNS(=O)(=O)c3ccc4c(c3)OCCO4)nc12 do in these assays?
sdo1 growth: -0.18; sdo1 growth Rescue 24 h: -0.49

What do the screens show for `CC(C)C(=O)NCCc1nc2ccccc2n1CCCOc1ccc(Cl)cc1`?
Insulin prom inh: -53.3; sdo1 growth: -1.04; sdo1 growth Rescue 24 h: -1.13

What do the screens show for `CCCC(=O)Nc1ccccc1-c1nnn(CC(=O)Nc2ccc(OC)cc2)n1`?
Insulin prom inh: -9.3; sdo1 growth: -0.33; sdo1 growth Rescue 24 h: -0.92

What do the screens show for `CC1(C(=O)NCc2ccc(F)cc2)Oc2ccccc2NC1=O` (stereo not drawn)?
Insulin prom inh: 33.3

How did COc1ccc([N+](=O)[O-])cc1NC(=O)CCN1CCN(c2ccccc2OC)CC1 do in these assays?
sdo1 growth: 0.48; sdo1 growth Rescue 24 h: 0.18

What do the screens show for `COc1cccc(NC(=O)CSc2nncn2N)c1`?
Insulin prom inh: -28.1; sdo1 growth: 0.78; sdo1 growth Rescue 24 h: 1.29

Results for CN1CCN(C(=O)c2cc3nc(-c4ccc(Cl)cc4)cc(C(F)(F)F)n3n2)CC1 ?
Insulin prom inh: -21.4; sdo1 growth: 1.62; sdo1 growth Rescue 24 h: 0.83

Results for O=C(COC(=O)c1ccco1)Nc1ccc2c(c1)OCCO2 ?
sdo1 growth: 1.12; sdo1 growth Rescue 24 h: -0.55

How did N=c1c[n+](N2CCOCC2)[n-]o1 do in these assays?
Insulin prom inh: 40.9; sdo1 growth: 0.81; sdo1 growth Rescue 24 h: 0.62

What do the screens show for `O=C(NC(NC(=S)Nc1cccc(C(=O)O)c1)C(Cl)(Cl)Cl)OCc1ccccc1` (stereo not drawn)?
Insulin prom inh: 33.3; sdo1 growth: 0.89; sdo1 growth Rescue 24 h: 0.15

Results for COCCN(C(=O)Cn1nnc2ccccc21)C(C(=O)NC1CCCC1)c1cccc(OC)c1OC (stereo not drawn) ?
sdo1 growth: -0.07; sdo1 growth Rescue 24 h: -1.24

What do the screens show for `CC12CCC(C(=O)Nc3ccc4c(c3)OCCO4)(OC1=O)C2(C)C` (stereo not drawn)?
Insulin prom inh: 3.3; sdo1 growth: 1.14; sdo1 growth Rescue 24 h: 1.12

What do the screens show for `COc1ccc(C2NC(=O)NC(c3ccccc3)=C2c2nc3ccccc3s2)cc1` (stereo not drawn)?
Insulin prom inh: -50.0; sdo1 growth: -0.53; sdo1 growth Rescue 24 h: -0.47

Results for C/C(=N\NC(=O)Cn1c(-c2ccccn2)nc2ccccc21)c1ccccc1 ?
Insulin prom inh: 5.1; sdo1 growth: -1.61; sdo1 growth Rescue 24 h: -1.02

What do the screens show for `CCN(Cc1ccccc1)Cc1c(C)[nH]c2c(C)c(C)ccc2c1=O`?
Insulin prom inh: -9.7; sdo1 growth: -0.71; sdo1 growth Rescue 24 h: -0.9

How did FC(F)(F)c1nc2ccccc2nc1N/N=C\c1ccccc1 do in these assays?
Insulin prom inh: 3.6; sdo1 growth: -0.72; sdo1 growth Rescue 24 h: -0.95

Results for COc1ccc(C)c2sc(=NC(=O)c3ccccc3)n(C)c12 ?
sdo1 growth: -0.46; sdo1 growth Rescue 24 h: 1.77

How did COC(=O)CS(=O)(=O)c1cc(Br)cc2c1N(C(C)=O)CC2 do in these assays?
Insulin prom inh: -25.0; sdo1 growth: 0.69; sdo1 growth Rescue 24 h: 0.06

What do the screens show for `CCOc1cc(/C=C2/SC(=S)N(C)C2=O)ccc1Oc1ccc([N+](=O)[O-])cc1[N+](=O)[O-]`?
Insulin prom inh: -21.4

How did Cc1ccc(C(=O)Nc2ccon2)cc1S(=O)(=O)N1CCCCCC1 do in these assays?
Insulin prom inh: 0.0; sdo1 growth: 0.55; sdo1 growth Rescue 24 h: 0.17

How did CCCc1nc2sc(C(=O)OCC)c(N)c2c2c1COC(C)(C)C2 do in these assays?
Insulin prom inh: 31.0; sdo1 growth: -1.51; sdo1 growth Rescue 24 h: -1.19

How did Cc1ccccc1S(=O)(=O)c1cc(C#N)c(=O)[nH]c1N do in these assays?
Insulin prom inh: inconclusive

Results for COc1ccc(S(=O)(=O)Nc2ccc(S(=O)(=O)N3CCCCC3)cc2)cc1OC ?
Insulin prom inh: -10.8; sdo1 growth: 1.07; sdo1 growth Rescue 24 h: -0.04

Results for COc1cc2c(cc1NC(=O)c1ccc(C(C)(C)C)cc1)CCCC2 ?
Insulin prom inh: -43.3; sdo1 growth: 0.23; sdo1 growth Rescue 24 h: 0.08

Results for CC(OC(=O)CCc1nc2ccccc2[nH]c1=O)c1ccccc1 (stereo not drawn) ?
Insulin prom inh: -471.4

Results for O=C(CSc1ncnc2scc(-c3ccccc3)c12)N1CCN(c2ccccc2F)CC1 ?
Insulin prom inh: 13.8; sdo1 growth: 0.13; sdo1 growth Rescue 24 h: 0.16

Results for O=C(Cc1ccccc1)Nc1cccc(N2CCCC2)c1 ?
Insulin prom inh: -81.0; sdo1 growth: -0.29; sdo1 growth Rescue 24 h: -0.07

Results for Cn1cc(Cl)nc1C(O)c1ccccc1 (stereo not drawn) ?
sdo1 growth: 0.46; sdo1 growth Rescue 24 h: -0.25

Results for Cc1ccc2oc(Nc3nc(C)cc(C)n3)nc2c1 ?
sdo1 growth: 0.61; sdo1 growth Rescue 24 h: 1.74

What do the screens show for `COc1ccc(S(N)(=O)=O)cc1C(=O)NCCCN1CCN(c2ccc(C)cc2)CC1`?
Insulin prom inh: 42.1; sdo1 growth: 0.57; sdo1 growth Rescue 24 h: -0.19

How did Cn1c(=O)c2c(nc(NCCCO)n2CCc2ccccc2)n(C)c1=O do in these assays?
Insulin prom inh: 9.4; sdo1 growth: -0.36; sdo1 growth Rescue 24 h: -0.74

How did Cc1cc(NS(=O)(=O)c2ccc(NC(=O)COc3ccccc3Cl)cc2)no1 do in these assays?
Insulin prom inh: -27.3; sdo1 growth: -0.28; sdo1 growth Rescue 24 h: -0.69

Ordered by molar mass (smallest number first): part of the list above
Results for Cn1cc(Cl)nc1C(O)c1ccccc1 (stereo not drawn) ?
sdo1 growth: 0.46; sdo1 growth Rescue 24 h: -0.25

How did Cn1c2c(c(O)c(-c3ccccc3)c1=O)C(=O)CC(C)(C)C2 do in these assays?
Insulin prom inh: -59.3; sdo1 growth: -0.12; sdo1 growth Rescue 24 h: -0.31

What do the screens show for `CC1(C(=O)NCc2ccc(F)cc2)Oc2ccccc2NC1=O` (stereo not drawn)?
Insulin prom inh: 33.3

Results for CC(OC(=O)CCc1nc2ccccc2[nH]c1=O)c1ccccc1 (stereo not drawn) ?
Insulin prom inh: -471.4

What do the screens show for `CCN(Cc1ccccc1)Cc1c(C)[nH]c2c(C)c(C)ccc2c1=O`?
Insulin prom inh: -9.7; sdo1 growth: -0.71; sdo1 growth Rescue 24 h: -0.9

Results for COc1ccc(N2C(=O)CSC2c2cccc(OC)c2OC)cc1 (stereo not drawn) ?
sdo1 growth: 0.34; sdo1 growth Rescue 24 h: 0.23

How did CCOC(=O)c1[nH]c(C)c(C(=O)OCC(=O)N2CCCCC2C)c1C (stereo not drawn) do in these assays?
Insulin prom inh: 16.7; sdo1 growth: 0.77; sdo1 growth Rescue 24 h: 0.08

How did Cc1c(Cl)c([N+](=O)[O-])nn1CCCC(=O)Nc1cccc(Cl)c1 do in these assays?
Insulin prom inh: -42.9; sdo1 growth: -0.33; sdo1 growth Rescue 24 h: -0.81

How did Cc1ccc(C(=O)Nc2ccon2)cc1S(=O)(=O)N1CCCCCC1 do in these assays?
Insulin prom inh: 0.0; sdo1 growth: 0.55; sdo1 growth Rescue 24 h: 0.17

Results for C/C(=N\NC(=O)Cn1c(-c2ccccn2)nc2ccccc21)c1ccccc1 ?
Insulin prom inh: 5.1; sdo1 growth: -1.61; sdo1 growth Rescue 24 h: -1.02

How did COc1cccc(Nc2nnc(SCc3nc4ccccc4s3)s2)c1 do in these assays?
Insulin prom inh: 46.9; sdo1 growth: -1.06; sdo1 growth Rescue 24 h: -1.47

What do the screens show for `CCCC(=O)Nc1ccccc1-c1nnn(CC(=O)Nc2ccc(OC)cc2)n1`?
Insulin prom inh: -9.3; sdo1 growth: -0.33; sdo1 growth Rescue 24 h: -0.92

How did Cc1cc(NS(=O)(=O)c2ccc(NC(=O)COc3ccccc3Cl)cc2)no1 do in these assays?
Insulin prom inh: -27.3; sdo1 growth: -0.28; sdo1 growth Rescue 24 h: -0.69

How did O=C(NNC(=O)c1cccnc1SCc1cccc([N+](=O)[O-])c1)c1ccc(F)cc1 do in these assays?
Insulin prom inh: -43.3; sdo1 growth: -0.41; sdo1 growth Rescue 24 h: -1.29

What do the screens show for `Cc1ccc(C2=NC3(CCCC3)N=C2SCC(=O)Nc2ccc3c(c2)OCCO3)cc1`?
Insulin prom inh: 38.1; sdo1 growth: -0.47; sdo1 growth Rescue 24 h: -1.07

What do the screens show for `CCOc1cc(/C=C2/SC(=S)N(C)C2=O)ccc1Oc1ccc([N+](=O)[O-])cc1[N+](=O)[O-]`?
Insulin prom inh: -21.4

Next structures follow.
Results for Cc1nn(C)c(C)c1CN(C)C(=O)c1cc2n(n1)C(C(F)(F)F)CC(c1cccs1)N2 (stereo not drawn) ?
Insulin prom inh: 35.5; sdo1 growth: 0.05; sdo1 growth Rescue 24 h: -0.98

How did Cc1ccc(NC(=O)COC(=O)c2ccccc2-c2nc3ccccc3s2)c(C)c1 do in these assays?
Insulin prom inh: 19.4; sdo1 growth: -0.44; sdo1 growth Rescue 24 h: -0.02

What do the screens show for `CCOC(=O)c1sc(NC(=O)C(C)(C)C)cc1C`?
sdo1 growth: -0.29; sdo1 growth Rescue 24 h: -0.48

What do the screens show for `CSc1nnc(-c2ccc(S(=O)(=O)N3CCOCC3)cc2)n1CC1CCCO1` (stereo not drawn)?
Insulin prom inh: 50.0; sdo1 growth: 0.14; sdo1 growth Rescue 24 h: -0.42

Results for O=C(NNC(=O)c1sc2cccc(Cl)c2c1Cl)NC1CCCCC1 ?
sdo1 growth: -1.46; sdo1 growth Rescue 24 h: -0.57

Results for CCOC(=O)c1c(C)n(C)c2ccc(OCC(O)CNC(CC)CO)cc12 (stereo not drawn) ?
Insulin prom inh: -5.0; sdo1 growth: 1.95; sdo1 growth Rescue 24 h: 0.33

Results for CC(C)c1ccc(OCC(=O)Nc2cccc(C(=O)Nc3ccccc3C(=O)O)c2)cc1 ?
Insulin prom inh: -11.8

Screening data: PubChem, several laboratories

This is a random part of the collection. About 0.99% of those tested had a hit in this group.
